Sm TGR block: qHTS Assay for the Inhibitors of Schistosoma Mansoni Peroxiredoxins | Schistosoma mansoni thioredoxin glutathione reductase (TGR), Q962Y6 | purified TGR, DTNB reduction, TNB absorbance 405 nm | Potency, µM (titrated, usually from 114 µM), for inactives: at the top dose activity change, negative = inhibition, actives largely listed as inhibitors | 360,000 compounds, 3% hits; also: potency is read from the fitted curve at half-maximal effect; nearly all actives have a fitted effect of over 60% in size
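First, TGR (20 nM dispensed) and NADPH were mixed with compound. Second, a 15 min room-temperature incubation followed. Third, further NADPH and then DTNB were added to start the reaction. Finally, TNB absorbance was monitored kinetically.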
AmpC inh no detg: qHTS Inhibitors of AmpC Beta-Lactamase (assay without detergent). P00811. AmpC nitrocefin hydrolysis, absorbance 480 nm, 0.0001% Triton. Potency, µM (top dose mostly 57.1 µM), for the others: at the top dose activity change, negative = inhibition, actives largely listed as inhibitors. 330,000 compounds, 0.52% hits. AID 485341, 2010;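 also: potency is read from the fitted curve at half-maximal effect; plate controls were no compound for no effect and no enzyme for full effect; nearly all actives have a fitted effect of over 20% in size; some results filed as inactive show a strong effect at the top dose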
Target sequence (P00811 whole entry, looked up): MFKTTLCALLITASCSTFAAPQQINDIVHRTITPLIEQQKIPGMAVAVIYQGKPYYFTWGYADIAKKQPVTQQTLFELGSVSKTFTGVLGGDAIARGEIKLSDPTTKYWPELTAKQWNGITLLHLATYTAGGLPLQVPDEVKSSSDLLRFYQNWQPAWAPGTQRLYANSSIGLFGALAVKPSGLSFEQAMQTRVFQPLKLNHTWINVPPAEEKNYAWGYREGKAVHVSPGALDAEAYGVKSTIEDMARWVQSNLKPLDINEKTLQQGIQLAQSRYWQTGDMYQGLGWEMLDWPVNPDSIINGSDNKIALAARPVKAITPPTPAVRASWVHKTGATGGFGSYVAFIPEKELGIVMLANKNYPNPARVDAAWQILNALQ
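AmpC (5.3 nM in the dispensed reagent) in 20 mM phosphate pH 7.0 with 0.01% (detergent screen) or 0.0001% Triton X-100 was preincubated with compounds for 15 min at room temperature. Nitrocefin was then added from an 800 uM solution, and hydrolysis was followed at 480 nm.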
AMA1-RON2 inh: qHTS for Inhibitors of AMA1-RON; Towards Development of Antimalarial Drug Lead: Primary Screen. AlphaScreen AMA1-biotinylated RON2 peptide binding. Potency, µM (doses to about 58.2 µM), for inactives: at the top dose activity change, negative = inhibition, usual class: inhibitors. 360,000 compounds, 0.2% hits. AID 720542, 2013;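 also: potency is read from the fitted curve at half-maximal effect; 0% = vehicle wells and -100% = peptide control; nearly all actives have a fitted effect of over 45% in size; some results filed as inactive show a strong effect at the top dose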
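AMA1 (3D7) with his tag at 25 nM final met compounds first, then biotinylated RON2 peptide at 25 nM; detection used donor plus acceptor beads, 10 µg/mL apiece, read by AlphaScreen after 30 min at room temperature.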
AmpC inh detg: qHTS Inhibitors of AmpC Beta-Lactamase (assay with detergent). AmpC hydrolysis of nitrocefin, absorbance 480 nm, 0.01% Triton. Potency, µM (top dose mostly 114 µM), without a hit: at the highest dose activity change, negative = inhibition, hits mostly inhibitors. 370,000 compounds, 0.041% hits. AID 485294, 2010;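 also: potency is read from the fitted curve at half-maximal effect; 0% = no-compound wells and -100% = no-enzyme wells; nearly all actives have a fitted effect of over 25% in size; some results filed as inactive show a strong effect at the top dose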
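AmpC (5.3 nM in the dispensed reagent) in 20 mM phosphate pH 7.0 with 0.01% (detergent screen) or 0.0001% Triton X-100 was preincubated with compounds for 15 min at room temperature. Nitrocefin was then added from an 800 uM solution, and hydrolysis was followed at 480 nm.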
Giardia FBPA inh: qHTS Assay for Inhibitors of Fructose-1,6-bisphosphate Aldolase from Giardia Lamblia; A8B2U2; AID 2451, 2010; 290,000 compounds, 0.71% hits; Potency, µM (top dose mostly 59.6 µM), for inactives: at the top dose activity, negative = inhibition, most hits filed as inhibitors; purified Giardia FBPA; also: potency is read from the fitted curve at half-maximal effect; nearly all actives have a fitted effect of over 55% in size
Target sequence (A8B2U2 whole entry, looked up): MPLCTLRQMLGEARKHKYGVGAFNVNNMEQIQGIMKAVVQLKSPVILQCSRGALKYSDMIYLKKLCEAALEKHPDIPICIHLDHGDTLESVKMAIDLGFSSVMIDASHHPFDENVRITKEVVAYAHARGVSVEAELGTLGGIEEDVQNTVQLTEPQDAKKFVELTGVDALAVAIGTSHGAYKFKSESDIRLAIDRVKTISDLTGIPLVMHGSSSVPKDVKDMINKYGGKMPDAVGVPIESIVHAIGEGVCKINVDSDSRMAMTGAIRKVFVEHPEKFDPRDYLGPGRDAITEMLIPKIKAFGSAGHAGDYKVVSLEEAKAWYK
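Giardia FBPA (40 nM reagent) was preincubated 10 min at RT with compound (up to 57.5 uM final), then substrate plus GAPDH/TPI/NAD/arsenate coupling system with diaphorase/resazurin was added; resorufin fluorescence (525/598 nm) was read after 20 min.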
HCMV antiviral: qHTS Assay for inhibitors of the human cytomegalovirus (HCMV) | activity change, negative = inhibition, % at 57.5 µM | HFF cells, HCMV-luciferase reporter, 72 h; active compounds read low | 410,000 compounds, 4.5% hits | AID 1259415, 2018; in the data active = activity change below about -60%; inconclusive = no clear call, values can overlap the other calls; inactive = above about -39%
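Inhibition of viral replication was scored as loss of reporter luminescence in HFFs infected with HCMV-luciferase (MOI 1 PFU/cell) for 72 h; compounds tested at 2 doses, normalized to buffer and Salinomycin controls.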
Starred values were filed as active, the others as inactive; ? = inconclusive; nt = no result given; [ ] = remark or other dose. Unless noted, calls follow the shape of the dose curve; as a rule, active = well fitted curve in the direction sought with a large enough effect; inconclusive = small, poorly fitted or top-dose-only effect, or another doubt; inactive = no such curve, though single readings can be large; an effect the other way counts as inactive or inconclusive. Unless noted, % is scaled to controls: 0 for no effect and ±100 for the full control effect.

SMILES	Sm TGR block	AmpC inh no detg	AMA1-RON2 inh	AmpC inh detg	Giardia FBPA inh	HCMV antiviral
COc1ccc(-c2[nH]ncc2CNC(C)Cc2ccsc2)c(F)c1 (centres undefined)	2.7%	-18.1%	6.7%	4.4%	-0.3%	-37.7
Cc1cc(OCc2ccc(C(=O)NN=C3CCCC3)cc2)ccc1Cl	-8.2%	-15.5%	-2.5%	-13.4%	14.7%	-33.2
CCC1(C)Cc2[nH]c(=O)c(C#N)cc2CO1 (centres undefined)	1.7%	-12.6%	3.8%	-1.0%	4.8%	14.7
Cc1ccc(-n2c(Cl)c(Cl)nc(Cl)c2=O)cc1	0.794µM*	-2.8%	-1.6%	?	1.1%	nt
CCOc1ccc(N(C(=O)c2snc(C(N)=O)c2N)C(C)C(=O)NC2CCCCC2)cc1 (centres undefined)	-10.4%	45.9%	4.3%	3.4%	-4.0%	-8.7
CC1Cc2cc(S(=O)(=O)NCCC(=O)NCc3ccc(F)cc3)ccc2N1C(=O)C1CC1 (centres undefined)	-6.1%	-3.1%	-3.8%	3.2%	-3.0%	-23.9
CCOC(=O)[C@@H]1[C@H]2COc3ccc(Br)cc3[C@H]2N2C(=O)N(c3ccc(OC)cc3)C(=O)[C@]12C	nt	82.1%[activator]	-1.7%	nt	nt	-1.3
CCn1c(O)c(N=NC(=O)Cn2ccc(C(F)(F)F)n2)c2ccccc21	-10.3%	30.9%	-1.5%	-10.0%	-4.6%	1.4
CCCCCCCC[n+]1cccc2c3ccccc3ccc21	-2.2%	27.4%	-2.5%	-5.9%	-2.5%	-96.5*
O=C(NC1CC(=O)N(c2cccc(F)c2)C1)c1cccs1 (centres undefined)	4.5%	nt	nt	3.9%	nt	-24.2
Cn1cc(C(=O)Nc2cccc(F)c2)cn1	3.0%	-5.2%	7.1%	-2.4%	2.6%	-5.1
CCc1nnc2cccc(Cl)n12	-3.1%	-1.7%	-0.7%	1.4%	2.9%	8.5
COc1ccccc1N(CC(=O)NC1CCCCC1)S(C)(=O)=O	0.2%[11.4 µM]	-7.0%	1.4%	?	-1.6%	38.0
O=C(O)C1=C[C@@H](O)[C@@H](O)[C@H](O)C1	nt	nt	3.0%	nt	9.9%	0.8
O=C(NCc1ccc2[nH]c3c(c2c1)CCCC3)N1CCOCC1	35.5µM*	65.9%[activator]	nt	-16.6%	?	nt
COc1cccc(OCc2cc(=O)n3c(-c4ccccc4)csc3n2)c1	-7.8%	nt	nt	-0.7%	nt	17.6
COCCn1c(SCc2ccccc2F)nc2ccccc2c1=O	-2.3%	22.0%	6.2%	-19.5%	1.6%	?
O=C(CCNC(=O)c1ccccc1Cl)Nc1cc(S(=O)(=O)N2CCOCC2)ccc1N1CCCC1	-9.5%	23.7%	0.1%	-4.4%	0.5%	-28.7
CC(C)(C)c1ccc(C(CC(=O)O)NC(=O)Cc2ccc(Cl)cc2)cc1 (centres undefined)	24.7%	1.8%	0.2%	-6.4%	8.0%	68.9
CCn1c(=O)c2cc(C(=O)N(C)c3cc(C)ccc3OC)sc2c2ccccc21	4.2%	17.3%	0.0%	5.0%	-1.7%	0.0
Nc1nc(N)c(N=Nc2ccc(C(=O)O)cc2)c(N)n1	-15.1%	-5.6%	-10.0%	3.7%	-3.2%	3.8
O=C(COc1ccccc1)NCC(c1cccs1)S(=O)(=O)c1ccc(Cl)cc1 (centres undefined)	?	nt	nt	-0.8%	nt	-8.4
O=C(COc1coc(CN2CCCc3ccccc32)cc1=O)Nc1cccc([N+](=O)[O-])c1	-6.8%	-52.8%	6.4%	0.2%	nt	20.5
NS(=O)(=O)c1ccc(CCNC(=O)c2cnc(Cl)c(Cl)c2)cc1	-3.2%	-28.9%	-7.6%	-4.4%	7.4%	?
Cc1nc2ccc(S(=O)(=O)CCC(=O)Nc3ccccc3C)cc2s1	-0.6%	nt	nt	-6.9%	nt	16.9
SMILES	Sm TGR block	AmpC inh no detg	AMA1-RON2 inh	AmpC inh detg	Giardia FBPA inh	HCMV antiviral
O=C(NCCNC(=O)c1cnccn1)c1cccc(Cl)c1	-10.3%	-15.2%	3.2%	-11.6%	-1.9%	12.1
O=C(CCl)N1CCN2C(=O)c3ccccc3C12c1ccc(Cl)cc1 (centres undefined)	2.51µM*	-7.3%	-5.5%	1.2%	-4.5%	-114.6*
CC(C)(C)OC(=O)N/N=C\C=C\c1ccc2c(c1)OCO2	-13.8%	-22.4%	13.3%	-4.4%	4.3%	4.8
COc1ccc(CNC(=O)c2c(C)oc3c2C(=O)c2ccccc2C3=O)cc1	-8.2%	-6.2%	-7.8%	?	?	?
CCC(=O)NC(c1ccc([N+](=O)[O-])cc1)c1c(O)ccc2ccccc12 (centres undefined)	-21.0%	-33.1%	-8.6%	-11.5%	-9.6%	-28.8
CSc1ccc(/C=C(\NC(=O)c2ccccc2)C(=O)NN)cc1	13.8%	-0.2%	1.0%	-6.5%	-6.8%	2.1
c1ccc2c(-c3nc(C4CCCCC4)no3)cc(-c3ccncc3)nc2c1	5.6%	8.9%	0.9%	-1.2%	-1.3%	nt
COc1ccc(C(=O)NCCc2c[nH]c3ccccc23)cc1S(=O)(=O)N1CCCCC1C (centres undefined)	-14.5%	-43.6%	-12.3%[11.6 µM]	3.4%	nt	151.1
C=CCn1c(SCC(=O)Nc2ccc(N(C)C)cc2)nnc1-c1cccc(C)c1	-6.8%	4.4%	-16.5%	-14.2%	-0.7%	-8.3
CCc1cc(=O)oc2cc(C)c3c(C)coc3c12	6.3%	-14.8%	2.0%	-8.5%	-0.7%	19.7
CCCSc1nc(O)c(C2OC(=O)c3c2ccc(OC)c3OC)c(=O)n1-c1ccccc1 (centres undefined)	11.2µM*	-20.7%	-5.4%	?	20.8%	17.6
CCn1c(Sc2nc(C)nc3scc(-c4cccs4)c23)n[nH]c1=O	0.0%	5.4%	-4.6%	-11.0%	-1.7%	?
Cc1cccc(-n2c(=O)c3c(c4cc(C)ccc4n3C)n(CC(=O)Nc3ccccc3C(F)(F)F)c2=O)c1	1.6%	nt	nt	-5.5%	nt	14.0
CN(C)c1ccc(CNc2ncc(Br)cc2Br)cc1	-1.5%	-30.9%	?	-2.6%	2.3%	-5.6
CC1=Nc2ccc3ccccc3c2C1(C)C	2.0%	-11.3%[11.4 µM]	-10.7%	-12.3%	-2.3%	?
CCOC(=O)C(=Cc1ccccc1OC)C(=O)OCC	28.2µM*	-2.4%	4.1%	3.3%	-0.6%	-65.2*
Cc1ccc2[nH]c(=O)c(CN(Cc3ccc4c(c3)OCO4)Cc3nnnn3Cc3ccco3)cc2c1	?	19.8%	-24.7%	?	4.6%	-12.3
Cc1cc(C)nc(NS(=O)(=O)c2ccc(NC(=O)c3ccc(O)cc3O)cc2)n1	-1.4%	-28.2%	-0.2%	?	-9.6%	-17.3
CC(/C=N/NC(=O)c1cc(C2CC2)[nH]n1)=C\c1ccccc1	7.6%	-3.5%	-1.1%	0.6%	8.1%	-9.7
COc1ccc(-c2nnc(SCC(=O)Nc3nncs3)o2)cc1	12.4%	-30.5%	5.8%	6.2%	-4.0%	-18.5
CN(C)C(=S)Nc1ccc2c(c1)OCCO2	28.5%	-17.1%	6.0%	4.6%	-4.4%	41.2
COc1ccc(N2CC(C(=O)Nc3nnc(SCc4ccccn4)s3)CC2=O)cc1 (centres undefined)	-9.9%	-11.9%	21.4%	-10.9%	-2.8%	?
CC(=O)N1CCN(c2ccc(N)cc2)CC1	-19.9%	85.1%[activator]	nt	8.9%	nt	-73.7*
COc1ccc(C(C#N)c2cnccn2)cc1OC (centres undefined)	-5.6%	6.9%	0.8%	?	nt	-9.9
O=C(COC(=O)c1c[nH]c2ccccc12)NC1CCCC1	-11.5%	-21.9%	1.4%	-1.0%	nt	-12.6
SMILES	Sm TGR block	AmpC inh no detg	AMA1-RON2 inh	AmpC inh detg	Giardia FBPA inh	HCMV antiviral
CCOc1ccc(C2/C(=C(\O)c3ccc4c(c3)OCCO4)C(=O)C(=O)N2CCCn2ccnc2)cc1OC (centres undefined)	-5.2%	-7.4%	-9.2%	-13.3%	1.1%	-12.9
Cc1nn(-c2ccccc2)c(N)c1C1(O)C(=O)N(C)c2ccccc21 (centres undefined)	-8.4%	-20.0%	-3.4%	?	1.2%	36.0
Nc1ccc(C(=O)Nc2cccc(N)c2)cc1	1.4%	-48.2%	-6.1%	-12.3%	-10.4%	15.9
O=C(Cn1nc(CNc2ccc(Cl)cc2)[n+]2c1CCCCC2)c1ccccc1	-1.5%	51.4%	2.8%	-8.9%	5.2%	?
CCc1nn(CC(=O)Nc2cc(C)ccc2C)c(=N)s1	16.3%	-10.5%[11.4 µM]	5.3%	?	-5.7%	-0.2
O=C(C[C@@H]1C/C=C\C[C@H](NC(=O)OCC2c3ccccc3-c3ccccc32)C(=O)OC[C@@H]2CCCN2C1=O)N[C@@H](CO)Cc1ccccc1	nt	162.4%[activator]	10.3%	nt	nt	-25.6
COc1ccc(S(=O)(=O)N2CCN(C(=O)c3ccco3)CC2)c(C)c1C	-0.5%	141.8%[activator]	-3.8%	0.6%	-7.6%	-31.6
C=CC[C@@H](CC(=O)N(CCO)Cc1ccccc1)C(=O)N[C@@H](COC(=O)[C@@H](CC=C)Cc1ccc(F)cc1)Cc1ccccc1	nt	59.4%	-2.5%	nt	nt	15.7
O=C(O)c1cc(S(=O)(=O)NC23CC4CC(CC(C4)C2)C3)ccc1Cl	0.5%	-24.7%	-12.7%	-0.4%	3.3%	66.6
CCOC(=O)CSc1ncnc2c1cnn2-c1ccc(Cl)cc1	0.4%	-13.2%	-3.4%	-14.7%	0.5%	2.5
CCn1cnc2cc(NCc3cccc(OC)c3O)ccc21	-17.2%	-15.4%	2.5%	-9.6%	-20.2%	7.8
COc1ccc(/C=C2\N=C(C)OC2=O)cc1OC(C)=O	?	-7.1%	0.8%	-11.5%	-2.1%	23.3

For convenience, 4 of the compounds above:
SMILES	Sm TGR block	AmpC inh no detg	AMA1-RON2 inh	AmpC inh detg	Giardia FBPA inh	HCMV antiviral
O=C(O)c1cc(S(=O)(=O)NC23CC4CC(CC(C4)C2)C3)ccc1Cl	0.5%	-24.7%	-12.7%	-0.4%	3.3%	66.6
CCOC(=O)CSc1ncnc2c1cnn2-c1ccc(Cl)cc1	0.4%	-13.2%	-3.4%	-14.7%	0.5%	2.5
CCn1cnc2cc(NCc3cccc(OC)c3O)ccc21	-17.2%	-15.4%	2.5%	-9.6%	-20.2%	7.8
COc1ccc(/C=C2\N=C(C)OC2=O)cc1OC(C)=O	?	-7.1%	0.8%	-11.5%	-2.1%	23.3
